# Smad3 FoxH1 inh: Smad3 (human) transcription factor binding inhibition; P84022; TR-FRET Smad3/Dy647-FoxH1 peptide binding, europium anti-His; inhibition, % at 25 µM; hit rate 0.29% among 88,000; AID 630;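 active = compounds that reduce the energy-transfer binding signal between the protein and its labelled peptide by more than half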;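 also: 0% = Smad3 plus labelled peptide maximal FRET and 100% = peptide-only background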
# sEH act: soluble epoxide hydrolase (human) activation. AID 717. P34913. activation, % at 2 µM. purified human sEH enzymatic activity, activator screen. hit rate 0.04% among 91,000; in the data active = activation above about 37%; also: values of inactives mirror those of a sister screen read the other way
# Target sequence (P34913 whole entry, looked up): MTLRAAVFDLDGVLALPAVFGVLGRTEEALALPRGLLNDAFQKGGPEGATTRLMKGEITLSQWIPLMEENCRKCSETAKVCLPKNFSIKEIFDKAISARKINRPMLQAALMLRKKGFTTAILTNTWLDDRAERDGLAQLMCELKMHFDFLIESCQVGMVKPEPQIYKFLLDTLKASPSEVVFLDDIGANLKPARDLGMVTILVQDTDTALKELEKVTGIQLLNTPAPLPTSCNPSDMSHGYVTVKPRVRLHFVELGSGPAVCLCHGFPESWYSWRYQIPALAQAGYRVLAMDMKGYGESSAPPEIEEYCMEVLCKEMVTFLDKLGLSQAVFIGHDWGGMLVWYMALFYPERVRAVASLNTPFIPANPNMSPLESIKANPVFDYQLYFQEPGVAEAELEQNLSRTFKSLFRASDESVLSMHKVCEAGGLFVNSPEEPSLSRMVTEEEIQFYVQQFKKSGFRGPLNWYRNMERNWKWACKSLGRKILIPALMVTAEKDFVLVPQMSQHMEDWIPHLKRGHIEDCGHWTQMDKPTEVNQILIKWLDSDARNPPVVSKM
# cytoskel mod: alters cytoskeleton assembly in HUVEC cells; hit rate 0.18% among 91,000; inhibition, % at 2 µM; HUVEC TNFa F-actin phalloidin imaging, high content;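 active = inhibition above the batch mean plus 3 SD and confirmed as a hit by visual image inspection, cut at about 30% in these data, passing the limit was not always enough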; also: strong numbers were not always called active
# ERb coact inh: blocks coactivator binding to human estrogen receptor beta; TR-FRET ER-beta LBD / SRC1-Cy5 peptide binding; receptor agonist-loaded with 1 µM estradiol; inhibition, % at 25.6 µM; hit rate 1.3% among 86,000;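 active = compounds whose percent inhibition of the receptor-coactivator binding signal exceeds about 50% in the single-dose screen, limit read from the data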;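 also: 0% = receptor plus peptide wells without compound and 100% = peptide-only wells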
# Target sequence (Q92731 whole entry, looked up, the tested form may be a part): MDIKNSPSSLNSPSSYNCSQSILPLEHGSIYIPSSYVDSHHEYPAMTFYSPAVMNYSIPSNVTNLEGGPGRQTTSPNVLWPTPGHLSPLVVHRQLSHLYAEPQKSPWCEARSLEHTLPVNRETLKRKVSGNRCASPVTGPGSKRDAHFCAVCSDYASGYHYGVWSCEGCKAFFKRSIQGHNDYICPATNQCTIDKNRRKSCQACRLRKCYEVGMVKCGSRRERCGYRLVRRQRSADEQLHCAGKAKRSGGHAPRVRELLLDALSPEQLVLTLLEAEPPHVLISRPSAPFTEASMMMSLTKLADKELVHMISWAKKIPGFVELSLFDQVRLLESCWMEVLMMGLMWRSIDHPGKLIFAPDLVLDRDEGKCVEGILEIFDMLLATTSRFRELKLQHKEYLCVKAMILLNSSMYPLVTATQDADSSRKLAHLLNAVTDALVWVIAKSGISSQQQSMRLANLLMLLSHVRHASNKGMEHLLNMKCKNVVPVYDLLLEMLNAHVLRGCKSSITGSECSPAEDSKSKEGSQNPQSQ
# IL1B cytotox: toxic to HUVEC cells under IL-1B stimulation; cell count reduction, % at 2 µM; HUVEC cell count loss, Hoechst imaging, IL-1B stimulated; AID 845; hit rate 0.41% among 94,000;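 active = cell count reduction more than 3 SD above the screen-wide mean, cut at about 70% in these data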;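 also: normalized per plate to untreated control cells as the no-loss baseline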
# sEH inh: blocks human soluble epoxide hydrolase activity. P34913. recombinant human sEH enzymatic activity assay. inhibition, % at 2 µM. hit rate 0.34% among 91,000; in the data active = inhibition above about 80%; also: values of inactives mirror those of a sister screen read the other way; many of its hits are not listed in these tables
# VCAM1 TNFa inh: reduces TNF alpha induced VCAM1 expression in HUVEC; HUVEC TNFa-induced VCAM-1 immunofluorescence, high-content imaging; inhibition, % at 2 µM; hit rate 0.48% among 95,000; AID 802;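 active = inhibition above the batch mean plus 3 SD, with images confirmed as a hit by eye, cut at about 37% in these data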;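 also: 0% = TNF-stimulated DMSO wells and 100% = unstimulated control wells; not every result past the cut was called active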
# TNFa cytotox: toxic to HUVEC cells under TNF alpha stimulation; AID 848; HUVEC TNFalpha-stimulated, Hoechst cell count, imaging; cell count reduction, % at 2 µM; hit rate 0.17% among 93,000;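 active = cell count reduction exceeding the screen mean by over 5 SD, scaled to untreated wells per plate, cut at about 78% in these data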;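 also: cells counted after 24 h of TNF alpha exposure following the 1 h pretreatment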
# Calb biofilm kill: kills Candida albicans biofilms | C. albicans biofilm + clotrimazole, Alamar Blue | hit rate 0.14% among 85,000 | inhibition, % at 6 µM;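 active = inhibition above 20%; inactive = inhibition below 20%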;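 also: preformed 24 hr biofilms exposed to compound for 48 hr; 0% = biofilm without compound and 100% = blank killed by clotrimazole plus chlorhexidine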
# * hit, by the source's call; / = not tested or not shown; & = joins results of further samples; [ ] = remark or other dose. This is a subset, so the mix of outcomes need not match the whole.
cpd	mol	Smad3 FoxH1 inh	sEH act	cytoskel mod	ERb coact inh	IL1B cytotox
1	COc1ccc(Cn2nnnc2C(c2cc3ccc(OC)cc3[nH]c2=O)N2CCC(C)CC2)cc1 (stereo unspecified)	10	1	/	4	1
2	CC(C)C(NC(=O)c1ccc(S(=O)(=O)N2CCOCC2)cc1)c1nc2ccccc2[nH]1 (stereo unspecified)	3	-4	-7	3[fluorescence artefact?]	-10
3	CCn1c(NN)nc2sc3c(c2c1=O)CCC3	-1	-7	2	52*	20
4	CCOc1ccc(NC(=O)C2CCN(C(=O)NCc3ccccc3)CC2)cc1	9	-11	18	7	25
5	COc1ccc(N(C(=O)c2ccco2)C(C(=O)NC2CCCC2)c2cccs2)cc1OC (stereo unspecified)	2	0	-1	-4	-29
6	CCCc1nc2ccccc2c(=O)n1N	-1	-6	-17	-2[fluorescence artefact?]	16
7	CCCn1c(N2CCN(C(=O)N3CCCCC3)CC2)nc2ccccc21	15	17	23	3	-6
8	Cc1[nH]c2ccccc2c1CCO	-7	2	0	1	-4

cpd	sEH inh	VCAM1 TNFa inh	TNFa cytotox	Calb biofilm kill
1	-3	8	0	-3
2	5	5	13	8
3	5	27	10	-1
4	10	-1	-7	0
5	0	19	-4	6
6	6	13	13	-2
7	-16	-6	-16	2
8	-2	-7	-20	4

# Continuation.
cpd	mol	Smad3 FoxH1 inh	sEH act	cytoskel mod	ERb coact inh	IL1B cytotox
9	CC(C)(C)c1[nH]nc2c1C(c1ccncc1)C(C#N)=C(N)O2 (stereo unspecified)	-4	-5	-2	2	-8
10	O=C(NCCc1c[nH]c2ccccc12)C(F)(F)C(F)F	17	24	16	-3[fluorescence artefact?]	16
11	CCC(C)(C)C1CCc2c(sc(NC(=O)c3ccoc3C)c2C(N)=O)C1 (stereo unspecified)	7	4	-5	-3	-11
12	C=CCOc1ccc(/C(O)=C2\C(=O)C(=O)N(CCN(C)C)C2c2cccs2)cc1 (stereo unspecified)	6	-8	-14	-29	-9
13	COc1cc2c(cc1OC)-c1nncn1C(C)(C)C2	-2	-7	-7	16	-9
14	COC(=O)c1sc(NC(=O)CSc2nnnn2-c2cccc(OC)c2)nc1C	12[fluorescence artefact?]	0	-2	1[fluorescence artefact?]	18
15	Cc1c(C(=O)N2CCN(c3ccc(C(F)(F)F)cn3)CC2)oc2ccccc12	12	-3	-27	-9	6
16	COc1ccc(CC(C(=O)Nc2cc(C)ccc2C)/C(N)=N/O)cc1 (stereo unspecified)	-3	4	-8	2	-6

cpd	sEH inh	VCAM1 TNFa inh	TNFa cytotox	Calb biofilm kill
9	9	17	-24	4
10	-25	13	-30	4
11	-2	10	-19	1
12	9	-2	-16	2
13	10	4	-4	5
14	0	14	-2	8
15	2	14	-5	5
16	-5	-9	-55	7

# Later entries:
cpd	mol	Smad3 FoxH1 inh	sEH act	cytoskel mod	ERb coact inh	IL1B cytotox
17	CC1CCCc2sc3nc(N4CCN(CCO)CC4)n4ncnc4c3c21 (stereo unspecified)	-5	-8	15	-6	-28
18	COc1cccc(OCCCCSc2ncccn2)c1	1	12	-4	3[fluorescence artefact?]	12
19	COC(=O)c1ccc(CN(Cc2ccc(C(=O)OC)o2)C(C)(C)C)o1	-2	/	-5	-10	-16
20	CCCCn1c2c(c(=N)c3c1CCC3)CCC2	1	-5	4	1	-28
21	CCC1(C)C2(C#N)C(N)=NC(OC)(OC)C12C#N (stereo unspecified)	7	4	-10	-8	-14
22	Cc1cc(N2CCOCC2)nc2ccccc12	6	-5	-4	-15	6
23	COC(=O)CSc1nc(NCC(C)C)nc(N2CCOCC2)n1	8	8	2	-20[fluorescence artefact?]	26
24	Fc1ccc(SCCc2ccncc2)cc1	12&-7	-8&-23	-10&4	-5&9	4&-2

cpd	sEH inh	VCAM1 TNFa inh	TNFa cytotox	Calb biofilm kill
17	8	18	2	6
18	-12	0	5	0
19	/	10	0	1
20	4	-4	-10	9
21	-2	-2	-13	-4
22	9	5	-20	4
23	-5	-3	-8	9
24	8&25	12&0	-1&2	8&3

# Exported with each value named: entries from further up.
20	CCCCn1c2c(c(=N)c3c1CCC3)CCC2
  Smad3 FoxH1 inh = 1
  sEH act = -5
  cytoskel mod = 4
  ERb coact inh = 1
  IL1B cytotox = -28
  sEH inh = 4
  VCAM1 TNFa inh = -4
  TNFa cytotox = -10
  Calb biofilm kill = 9
21	CCC1(C)C2(C#N)C(N)=NC(OC)(OC)C12C#N (stereo unspecified)
  Smad3 FoxH1 inh = 7
  sEH act = 4
  cytoskel mod = -10
  ERb coact inh = -8
  IL1B cytotox = -14
  sEH inh = -2
  VCAM1 TNFa inh = -2
  TNFa cytotox = -13
  Calb biofilm kill = -4
22	Cc1cc(N2CCOCC2)nc2ccccc12
  Smad3 FoxH1 inh = 6
  sEH act = -5
  cytoskel mod = -4
  ERb coact inh = -15
  IL1B cytotox = 6
  sEH inh = 9
  VCAM1 TNFa inh = 5
  TNFa cytotox = -20
  Calb biofilm kill = 4
23	COC(=O)CSc1nc(NCC(C)C)nc(N2CCOCC2)n1
  Smad3 FoxH1 inh = 8
  sEH act = 8
  cytoskel mod = 2
  ERb coact inh = -20[fluorescence artefact?]
  IL1B cytotox = 26
  sEH inh = -5
  VCAM1 TNFa inh = -3
  TNFa cytotox = -8
  Calb biofilm kill = 9

# Next part:
cpd	mol	Smad3 FoxH1 inh	sEH act	cytoskel mod	ERb coact inh	IL1B cytotox
25	O=C1CC(N2CCN(C3CC(=O)N(CCc4ccccc4)C3=O)CC2)C(=O)N1CCc1ccccc1 (stereo unspecified)	-3	21	10	6	19
26	CSc1ccccc1-c1nnc(-c2ccc(Cl)cc2)o1	/	-1	-10	/	-16
27	CCn1c(C(C)NC(=O)c2cccc(C)c2)nc2ccccc21 (stereo unspecified)	-2	-7	1	2	-25
28	CCOc1ccccc1N1CCN(C(=O)C(F)(F)F)CC1	-1	-7	/	-2[fluorescence artefact?]	2
29	O=C(NCc1ccc(C(F)(F)F)cc1)C1CC(c2ccccc2[N+](=O)[O-])=NO1 (stereo unspecified)	/	3	-9	/	14
30	c1csc(-c2nn3c(C4COc5ccccc5O4)nnc3s2)c1 (stereo unspecified)	-6	4	10	-26	-76
31	CC(=O)Nc1cc(-c2nn(C)c(=O)c3ccccc23)ccc1N1CCOCC1	17[fluorescence artefact?]	-4	-2	-3	-5
32	CCOC(=O)c1sc(C)nc1C1CCN(C(=O)OCC)CC1	8	2	/	-2	2

cpd	sEH inh	VCAM1 TNFa inh	TNFa cytotox	Calb biofilm kill
25	-24	-10	-25	6
26	3	-5	8	/
27	10	14	-41	-3
28	6	-25	-23	6
29	0	-5	4	/
30	-2	-4	-9	2
31	5	1	-6	9
32	-1	-14	-10	1

# New compounds follow.
cpd	mol	Smad3 FoxH1 inh	sEH act	cytoskel mod	ERb coact inh	IL1B cytotox
33	Cc1ccc(Cl)cc1NC(=O)c1ocnc1C	3	5	3	32	-1
34	COc1ccnc(Oc2ccccc2)c1C#N	/	-7	-14	/	18
35	CCOC(=O)C1=C(CN2c3ccccc3CC2C)NC(=O)NC1c1ccccc1 (stereo unspecified)	-8	6	14	-1	-18
36	O=C(COc1ccc(S(=O)(=O)N2CCCC2)cc1)NCCC1=CCCCC1	7	-4	-2	3[fluorescence artefact?]	-14
37	C=CCNC(=O)c1onc(CSc2cc(C)cc(C)c2)c1C(=O)O	/	-10	-20	/	5
38	c1ccc(N2N=C(c3cccs3)CC2c2ccco2)cc1 (stereo unspecified)	/	19	3	/	-99
39	CC(C)CCNC(=O)CN(CCN1CCOCC1)C(=O)Cn1nnc(-c2ccc(F)cc2)n1	-26	0	13	0	-38
40	CCC(=O)N=c1sc2cc(F)cc(F)c2n1C	-8	13	8	-8	-6

cpd	sEH inh	VCAM1 TNFa inh	TNFa cytotox	Calb biofilm kill
33	-8	-5	-29	7
34	4	21	31	/
35	-2	12	-22	6
36	7	21	-36	4
37	15	-2	-9	/
38	-18	9	9	/
39	-2	12	-39	1
40	-14	9	-1	3

# Remaining list, next part
cpd	mol	Smad3 FoxH1 inh	sEH act	cytoskel mod	ERb coact inh	IL1B cytotox
41	Cc1ccc(Sc2c(C)[nH]n(C(C)(C)C)c2=O)cc1	4	-10	/	-10[fluorescence artefact?]	/
42	CC1(C)CC2CC(C)(CN2C(=O)Cc2ccccc2)C1 (stereo unspecified)	0	-12	1	3	-21
43	Cc1c(/C=C/C(=O)c2ccccc2)cnn1C	/	3	-33	/	/
44	O=c1nc(N2CCOCC2)ccn1-c1nc(-c2ccccc2)oc1-c1ccccc1	8	13	11	0	18
45	COc1cc([C@@H]2[C@H]3CNCC=C3C(C#N)=C(N)C2(C#N)C#N)ccc1OC(C)C	3	-4	6	3	-28
46	O=C(Nc1c(F)cccc1F)c1ccc(-n2cncn2)nc1	/	6	14	/	8
47	Cc1ccccc1-c1nc(CS(=O)(=O)CC(=O)NCc2ccc3c(c2)OCO3)c(C)o1	9	-15	12	3[fluorescence artefact?]	-10
48	CCOC1(OCC)N=C(N)C2(C#N)C(c3cccc(C)c3)C12C#N (stereo unspecified)	2	7	10	5	-16

cpd	sEH inh	VCAM1 TNFa inh	TNFa cytotox	Calb biofilm kill
41	10	/	/	-1
42	14	-12	/	0
43	-3	6	4	/
44	-15	8	-17	2
45	6	36	5	0
46	-2	-25	22	/
47	15	13	-16	6
48	-6	-6	-16	4

# (further entries)
cpd	mol	Smad3 FoxH1 inh	sEH act	cytoskel mod	ERb coact inh	IL1B cytotox
49	O=C1c2ccccc2C(=O)N1CCc1nc2ccccc2c(=O)n1Cc1ccco1	9	-11	-11	2	22
50	O=C(NCC(=O)N1CCCC1C(=O)O)OC1CCCCC1 (stereo unspecified)	-3	3	/	-6	-66
51	O=[N+]([O-])c1ccccc1S(=O)(=O)NCCC1=CCCCC1	/	-17	14	/	-72
52	Cc1cccc(C)c1NC(=O)CSc1nnc(Cn2nnc(-c3ccccc3)n2)n1-c1ccccc1	-20	-1	-30	12	5
53	O=C(CSc1nc2ccccc2nc1SCC(=O)N1CCOCC1)N1CCOCC1	/	-2	11	/	-13
54	Cc1ccc2[nH]c(=O)c(C(c3nnnn3CC3CCCO3)N3CCc4ccccc4C3)cc2c1 (stereo unspecified)	22	-2	24	5[fluorescence artefact?]	-13
55	C=CCn1c(N)cc(=O)nc1SCC(=O)Nc1ccc2ccccc2c1	-2	7	2	-7	14
56	C=CCOC(=O)C1=C(C)OC(N)=C(C#N)C1c1ccc(F)cc1 (stereo unspecified)	8	-9	-13	2	-1

cpd	sEH inh	VCAM1 TNFa inh	TNFa cytotox	Calb biofilm kill
49	12	19	-12	9
50	-2	4	-23	-3
51	15	9	-24	/
52	1	11	12	-5
53	4	6	-24	/
54	2	-20	-3	4
55	-2	7	3	10
56	8	8	-22	2

# Additional results follow:
cpd	mol	Smad3 FoxH1 inh	sEH act	cytoskel mod	ERb coact inh	IL1B cytotox
57	CCOc1ccc(-c2nnn(CC(=O)N3CCN(c4ccc(F)cc4)CC3)n2)cc1OCC	/	-6	-20	/	8
58	CCN(CC)CC(O)COc1ccc2c(c1)c(C(C)=O)c(C)n2-c1ccccc1 (stereo unspecified)	-6	12	6	1	0
59	Cc1cccc(CCNS(=O)(=O)c2ccc(S(=O)(=O)NC3CCCC3)cc2)c1	-10	0	-10	-1	-6
60	COc1ccc(OC)c(-c2nnc(-c3ccc(C)o3)o2)c1	7	-4	-7	11	7
61	C/C(=N\NC(=S)NCCc1ccccc1)c1ccc(C)cc1	6	-5	-2	-7	-2
62	CC(CCc1ccccc1)NC(=O)C1CCCN(c2nnc(-n3cccc3)s2)C1 (stereo unspecified)	7	-25	-10	8	-53
63	O=C(Nc1ccc(F)c(F)c1)NC1CCCCC1	3	-90	14	-7	-23
64	Cc1ccccc1NC(=S)NCCC(c1ccccc1)c1ccccc1	/	-75	15	/	-6

cpd	sEH inh	VCAM1 TNFa inh	TNFa cytotox	Calb biofilm kill
57	8	9	-20	/
58	-6	4	-14	-3
59	2	-7	-10	0
60	4	-6	-14	7
61	6	31	-7	11
62	25	20	-26	-8
63	90*	15	-22	8
64	76	8	-3	/

# Screening data: PubChem BioAssay, several laboratories
